NALP1 inh: inhibitors of NALP1 inflammasome in yeast; S. cerevisiae NALP1/ASC/caspase-1 growth, X-gal OD620, 72 h; inhibition, % at 10 µM; 280,000 compounds, 0.61% hits; in the data active = inhibition mostly above about 24%, no sharp cut-off; inactive = mostly below about 32%; note: some compounds called inactive have numbers as strong as hits
IDE cell activ: IDE (human) activation, cell-based; P14735; AID 493087; 340,000 compounds, 0.073% hits; HEK cells, FAbeta-B cleavage, fluorescence polarization; 0% vehicle, 100% cell-free pure enzyme wells; activation, % at 5.96 µM;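 active = activation above the mean of all tested compounds plus 3 SD, set per screening campaign, cut at about 17% in these data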
MEKK2wt PB1 HTS: raises or lowers MEK5 binding to wildtype human MEKK2 PB1 domain | Q9Y2U5 | bead flow cytometry, Alexa488-MEK5 binding to MEKK2 WT; actives lie on both sides | binding response (% of control), % at 10 µM | 290,000 compounds, 1.1% hits | AID 1531; in the data active = binding response below about 67% or above about 130%
UBC9 SUMO inh: SUMOylation inhibition. HTRF SUMOylation assay, SAE1/SAE2 + UBC9, in vitro. inhibition, % at 35 µM. 290,000 compounds, 0.36% hits. AID 2006; in the data active = inhibition above about 50%, passing the limit was not always enough; note: strong numbers were not always called active
p-CIP stab down: compounds decreasing mouse p/CIP protein stability; Q05BA5; F442A p/CIP-EGFP cells, EGFP fluorescence, 16 h; decrease of EGFP signal, % at 10 µM; 290,000 compounds, 0.01% hits; AID 1984;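 active = EGFP signal decrease of at least 30% at 10 µM or well 3 SD below plate mean, unless failing retest; inactive = the rest, including hits failing retest or dose response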; note: some compounds called inactive have numbers as strong as hits; many of its hits are not listed in these tables
Target sequence (Q05BA5 1-1403): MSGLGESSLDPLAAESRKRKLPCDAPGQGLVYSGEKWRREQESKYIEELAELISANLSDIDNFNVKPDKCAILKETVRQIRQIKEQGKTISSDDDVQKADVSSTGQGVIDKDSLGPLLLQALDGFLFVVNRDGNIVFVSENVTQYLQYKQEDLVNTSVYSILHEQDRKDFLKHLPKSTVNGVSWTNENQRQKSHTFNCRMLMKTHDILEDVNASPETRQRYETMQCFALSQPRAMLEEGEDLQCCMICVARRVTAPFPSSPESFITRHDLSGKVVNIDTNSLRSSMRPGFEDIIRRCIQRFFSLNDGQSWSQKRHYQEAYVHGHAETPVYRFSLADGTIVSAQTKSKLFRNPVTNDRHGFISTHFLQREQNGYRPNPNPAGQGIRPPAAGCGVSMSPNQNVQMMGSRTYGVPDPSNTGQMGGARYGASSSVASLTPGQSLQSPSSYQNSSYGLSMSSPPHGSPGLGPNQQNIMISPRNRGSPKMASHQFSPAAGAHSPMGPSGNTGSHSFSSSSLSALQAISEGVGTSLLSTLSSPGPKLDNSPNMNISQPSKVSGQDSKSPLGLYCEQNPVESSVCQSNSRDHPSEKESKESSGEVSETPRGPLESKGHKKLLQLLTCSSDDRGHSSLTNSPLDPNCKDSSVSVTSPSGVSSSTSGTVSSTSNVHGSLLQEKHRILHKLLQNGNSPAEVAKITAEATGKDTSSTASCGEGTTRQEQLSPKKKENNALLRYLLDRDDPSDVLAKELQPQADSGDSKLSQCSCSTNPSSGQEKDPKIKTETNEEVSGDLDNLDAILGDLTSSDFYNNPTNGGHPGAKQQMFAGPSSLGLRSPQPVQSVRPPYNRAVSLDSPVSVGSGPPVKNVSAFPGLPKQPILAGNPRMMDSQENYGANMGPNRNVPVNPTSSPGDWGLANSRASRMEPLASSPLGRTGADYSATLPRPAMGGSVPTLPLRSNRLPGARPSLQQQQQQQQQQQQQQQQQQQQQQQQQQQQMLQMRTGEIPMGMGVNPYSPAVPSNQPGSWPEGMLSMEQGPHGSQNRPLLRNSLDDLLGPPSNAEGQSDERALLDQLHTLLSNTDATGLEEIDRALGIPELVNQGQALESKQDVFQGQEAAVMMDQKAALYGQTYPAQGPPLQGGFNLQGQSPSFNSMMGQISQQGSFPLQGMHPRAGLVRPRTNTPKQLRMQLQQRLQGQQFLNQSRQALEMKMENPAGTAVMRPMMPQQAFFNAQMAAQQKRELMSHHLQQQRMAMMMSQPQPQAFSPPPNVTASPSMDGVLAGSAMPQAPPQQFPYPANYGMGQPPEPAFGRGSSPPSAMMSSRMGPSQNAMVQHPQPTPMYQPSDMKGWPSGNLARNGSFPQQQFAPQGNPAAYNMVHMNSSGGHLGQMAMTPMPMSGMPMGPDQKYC
MEKK2 mut-MEK5: signal of MEK5 binding to mutant human MEKK2 PB1 domain; bead flow cytometry, Alexa488-MEK5 binding to MEKK2 mutant; percent response, % at 10 µM; 290,000 compounds, 0.35% hits; in the data active = percent response above about 24%, passing the limit was not always enough; note: inactives centre near 1; some results filed as inactive read as strong as hits; reference of the scale not given here
IDE cell inh: inhibits human insulin-degrading enzyme in HEK cells; FAbetaB cleavage, fluorescence polarization; P14735; inhibition, % at 5.59 µM; AID 434962; 320,000 compounds, 0.41% hits;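 active = percent inhibition above the average of all tested compounds plus 3 SD, set per screening campaign, cut at about 16% in these data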;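 note: IDE supplied by intact live HEK cells; FP after avidin binding of uncleaved biotin substrate so inhibition keeps polarization high; 0% = DMSO wells and 100% = 60 µM reference IDE inhibitor Ii1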
M18AAP inhibitor: PfM18AAP enzyme inhibition | 290,000 compounds, 1.2% hits | recombinant PfM18AAP, H-Glu-NHMec fluorogenic cleavage | inhibition, % at 7.35 µM;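 active = inhibition above the campaign mean inhibition over all tested compounds plus 3 SD, cut at about 28% in these data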;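 note: 0% = plate median of test compound wells and 100% = 2 mM ZnCl2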
MEKK3 PB1 HTS: modulators (inhibitors or enhancers) of MEK5 binding to human MEKK3 PB1 domain | Q99759 | binding response (% of control), % at 10 µM | 290,000 compounds, 1.4% hits | bead-based flow cytometry, Alexa488-MEK5 binding to MEKK3; actives lie on both sides; 0 = blocked by unlabeled MEK5, 100 = vehicle;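 active = binding response more than 3 SD above or below the average of its plate-row segment, actives on both sides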;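 note: Alexa488 bead fluorescence after subtracting the streptavidin-only scavenger bead signal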
Starred values were filed as active, the others as inactive. The list is partial (hit frequency here may not be typical).

Screening Cc1sc2ncn(CC(=O)N3CCN(c4ccccc4F)CC3)c(=O)c2c1S(=O)(=O)N1CCOCC1 returned NALP1 inh 10, IDE cell activ 5, MEKK2wt PB1 HTS 105, UBC9 SUMO inh -5, p-CIP stab down 2, MEKK2 mut-MEK5 2, IDE cell inh -6, M18AAP inhibitor -5 and MEKK3 PB1 HTS 103.
Screening CCCc1cc(=O)[nH]c(Nc2ccc(N3CCCCC3)cc2)n1 returned NALP1 inh 15, IDE cell activ -2, MEKK2wt PB1 HTS 86, UBC9 SUMO inh -18, p-CIP stab down 2, MEKK2 mut-MEK5 -2, IDE cell inh 2, M18AAP inhibitor -2 and MEKK3 PB1 HTS 94.
COc1ccc(NC(=O)Cn2c(=O)n(CC(=O)NCc3ccco3)c(=O)c3ccccc32)cc1 was read as NALP1 inh 0, IDE cell activ 4, MEKK2wt PB1 HTS 100, UBC9 SUMO inh -5, p-CIP stab down 9, MEKK2 mut-MEK5 2, IDE cell inh 6, M18AAP inhibitor 3 and MEKK3 PB1 HTS 103.
COc1ccc(C(C)(C)NC(=O)C2CCC(=O)N(C3CC3)C2)cc1OC (stereo not given) was read as NALP1 inh -5, IDE cell activ 6, MEKK2wt PB1 HTS 113, UBC9 SUMO inh 4, p-CIP stab down -20, MEKK2 mut-MEK5 11, IDE cell inh -1, M18AAP inhibitor -15 and MEKK3 PB1 HTS 105.
Screening CSc1ncccc1C(=O)Nc1nnc(C2CC2)s1 returned NALP1 inh 17, IDE cell activ 0, MEKK2wt PB1 HTS 83, UBC9 SUMO inh 4, p-CIP stab down 0, MEKK2 mut-MEK5 -12, IDE cell inh 2, M18AAP inhibitor -10 and MEKK3 PB1 HTS 88.
For Cc1ccc(S(=O)(=O)Nc2ccc(NC(=O)c3ccc(F)cc3)cc2)cc1 the results were NALP1 inh 12, IDE cell activ -3, MEKK2wt PB1 HTS 102, UBC9 SUMO inh 13, p-CIP stab down -5, MEKK2 mut-MEK5 -47, IDE cell inh 1, M18AAP inhibitor 2 and MEKK3 PB1 HTS 93.
O=C(CCC(=O)N1CCOc2ccccc21)NC1CCCCCC1 was read as NALP1 inh 1, IDE cell activ 7, MEKK2wt PB1 HTS 102, UBC9 SUMO inh 13, p-CIP stab down -8, MEKK2 mut-MEK5 2, IDE cell inh 3, M18AAP inhibitor -2 and MEKK3 PB1 HTS 98.
O=C(CCSCCc1ccccn1)Nc1c(F)cc(F)cc1Br was read as NALP1 inh -1, IDE cell activ -1, MEKK2wt PB1 HTS 106, UBC9 SUMO inh 0, p-CIP stab down -6, MEKK2 mut-MEK5 0, IDE cell inh 7, M18AAP inhibitor -2 and MEKK3 PB1 HTS 107.
For O=C(NS(=O)(=O)Oc1ccc(F)cc1F)OC[C@@H]1CCCN2CCCCC12 (stereo not given in full) the results were NALP1 inh 20, IDE cell activ 3, MEKK2wt PB1 HTS 101, UBC9 SUMO inh 11, p-CIP stab down -10, MEKK2 mut-MEK5 -3, IDE cell inh -4, M18AAP inhibitor -13 and MEKK3 PB1 HTS 103.
For COc1cccc(-c2nc3ccc(C(=O)N4CCCC(O)C4)cc3o2)c1 (stereo not given) the results were NALP1 inh 5, IDE cell activ 1, MEKK2wt PB1 HTS 101, UBC9 SUMO inh -4, p-CIP stab down 22, MEKK2 mut-MEK5 -8, IDE cell inh 3, M18AAP inhibitor 7 and MEKK3 PB1 HTS 95.
`Cc1cc2nsnc2c(S(=O)(=O)N2CCN(C)CC2)c1C` gave NALP1 inh 2, IDE cell activ 2, MEKK2wt PB1 HTS 95, UBC9 SUMO inh -6, p-CIP stab down 11, MEKK2 mut-MEK5 -7, IDE cell inh 5, M18AAP inhibitor -2 and MEKK3 PB1 HTS 100.
For COCCNC(=O)C(c1ccc(O)cc1)N(C(=O)CCC(=O)Nc1nccs1)c1ccc(C)cc1 (stereo not given) the results were NALP1 inh 18, IDE cell activ 1, MEKK2wt PB1 HTS 101, UBC9 SUMO inh 3, p-CIP stab down -7, MEKK2 mut-MEK5 -4, IDE cell inh 2, M18AAP inhibitor 0 and MEKK3 PB1 HTS 101.
Screening COc1cccc(NC(=O)CC2S/C(=N\S(=O)(=O)c3ccccc3)N(c3ccccc3)C2=O)c1 (stereo not given) returned NALP1 inh 26, IDE cell activ 1, MEKK2wt PB1 HTS 99, UBC9 SUMO inh -10, p-CIP stab down 2, MEKK2 mut-MEK5 -2, IDE cell inh -1, M18AAP inhibitor -21 and MEKK3 PB1 HTS 96.
For CCCc1nc(NCCO)c(C#N)c2c1CCCC2 the results were MEKK2wt PB1 HTS 98, UBC9 SUMO inh 15, p-CIP stab down -10, MEKK2 mut-MEK5 -1, IDE cell inh 1, M18AAP inhibitor 0 and MEKK3 PB1 HTS 98.
`O=C(NCC(=O)N1CCN(c2ccccc2)CC1)c1ccco1` gave NALP1 inh 7, IDE cell activ 3, MEKK2wt PB1 HTS 109, UBC9 SUMO inh -6, p-CIP stab down -7, MEKK2 mut-MEK5 10, IDE cell inh 9, M18AAP inhibitor -7 and MEKK3 PB1 HTS 107.
Screening O=C(CCC(=O)c1ccc(F)cc1)Nc1cc(Cl)cc(Cl)c1 returned NALP1 inh -13, IDE cell activ 6, MEKK2wt PB1 HTS 109, UBC9 SUMO inh -15, p-CIP stab down -9, MEKK2 mut-MEK5 4, IDE cell inh 4, M18AAP inhibitor 1 and MEKK3 PB1 HTS 107.
COc1ccccc1NC(=O)c1ccc(C)c(S(=O)(=O)N2CCCCC2)c1 was read as NALP1 inh -4, IDE cell activ -3, MEKK2wt PB1 HTS 97, UBC9 SUMO inh -2, p-CIP stab down -14, MEKK2 mut-MEK5 1, IDE cell inh 12, M18AAP inhibitor -7 and MEKK3 PB1 HTS 102.
CC(=O)c1sc(NC(=O)COc2ccc(C(C)C)c(C)c2)nc1C was read as NALP1 inh 12, IDE cell activ 2, MEKK2wt PB1 HTS 100, UBC9 SUMO inh -16, p-CIP stab down 0, MEKK2 mut-MEK5 0, IDE cell inh 1, M18AAP inhibitor 2 and MEKK3 PB1 HTS 103.
Cc1nnc(-c2cccc(Br)c2)c2cn(-c3cccc(Br)c3)nc12 was read as NALP1 inh -20, IDE cell activ 1, MEKK2wt PB1 HTS 106, UBC9 SUMO inh 19, p-CIP stab down -9, MEKK2 mut-MEK5 1, IDE cell inh 7, M18AAP inhibitor 1 and MEKK3 PB1 HTS 104.
For CCn1cc(C(=O)N[C@H](C(=O)NCCCOC)C(C)C)c(=O)c2cc3c(cc21)OCO3 the results were NALP1 inh -2, IDE cell activ 0, MEKK2wt PB1 HTS 97, UBC9 SUMO inh -2, p-CIP stab down 0, MEKK2 mut-MEK5 -1, IDE cell inh -2, M18AAP inhibitor -3 and MEKK3 PB1 HTS 101.
For COc1ccc(CN2C(=O)c3ccccc3C2C(=O)NC2CCCCCC2)c(OC)c1 (stereo not given) the results were NALP1 inh 7, IDE cell activ 6, MEKK2wt PB1 HTS 100, UBC9 SUMO inh -3, p-CIP stab down 5, MEKK2 mut-MEK5 -4, M18AAP inhibitor 6 and MEKK3 PB1 HTS 111.
For O=C(NCCC(c1ccccc1)c1ccccc1)c1cnc2sccn2c1=O the results were NALP1 inh 23, IDE cell activ -18, MEKK2wt PB1 HTS 106, UBC9 SUMO inh 1, p-CIP stab down -2, MEKK2 mut-MEK5 0, IDE cell inh -6, M18AAP inhibitor 4 and MEKK3 PB1 HTS 109.
`COc1ccccc1NC(=O)CSc1ncnc2c1oc1ccccc12` gave NALP1 inh 10, IDE cell activ 0, MEKK2wt PB1 HTS 101, UBC9 SUMO inh 12, p-CIP stab down -2, MEKK2 mut-MEK5 -4, IDE cell inh 8, M18AAP inhibitor 5 and MEKK3 PB1 HTS 101.
Screening CCc1ccccc1NC(=O)c1noc(C(C)C)c1[N+](=O)[O-] returned NALP1 inh -4, IDE cell activ 0, MEKK2wt PB1 HTS 77, UBC9 SUMO inh 11, p-CIP stab down 11, MEKK2 mut-MEK5 -11, IDE cell inh 3, M18AAP inhibitor 11 and MEKK3 PB1 HTS 79.
COc1ccc(-c2nc3c(Br)c(N)c(Br)cc3o2)cc1 was read as NALP1 inh 9, IDE cell activ 11, UBC9 SUMO inh 6, p-CIP stab down 6, IDE cell inh -1 and M18AAP inhibitor 0.
`COc1ccc(NC(=O)CSc2nnc(CNC(=O)c3ccco3)o2)cc1` gave NALP1 inh 3, IDE cell activ 3, MEKK2wt PB1 HTS 107, UBC9 SUMO inh 22, p-CIP stab down -8, MEKK2 mut-MEK5 -1, IDE cell inh 4, M18AAP inhibitor -1 and MEKK3 PB1 HTS 126.
CCOc1ccc(-c2noc(CCC(N)=O)n2)cc1OCC was read as NALP1 inh 15, IDE cell activ 2, MEKK2wt PB1 HTS 100, UBC9 SUMO inh -10, p-CIP stab down 10, MEKK2 mut-MEK5 -1, IDE cell inh 1, M18AAP inhibitor 2 and MEKK3 PB1 HTS 101.
For O=C(COC(=O)CC(c1ccccc1)c1ccccc1)Nc1cccc(F)c1 the results were NALP1 inh 33, IDE cell activ 8, MEKK2wt PB1 HTS 102, UBC9 SUMO inh -27, p-CIP stab down -8, MEKK2 mut-MEK5 11, IDE cell inh 10, M18AAP inhibitor 0 and MEKK3 PB1 HTS 100.
For NC1=NC[C@H](CC2CCCCC2)N1CCc1cc(C(F)(F)F)cc(C(F)(F)F)c1 the results were IDE cell activ 26*, MEKK2wt PB1 HTS 156*, UBC9 SUMO inh 10, p-CIP stab down -12, MEKK2 mut-MEK5 25*, IDE cell inh 3 and MEKK3 PB1 HTS 111.
`O=C(NCCO)/C(=C\c1ccc(Br)cc1)NC(=O)c1cccs1` gave NALP1 inh 20, IDE cell activ 4, MEKK2wt PB1 HTS 98, UBC9 SUMO inh -1, p-CIP stab down 4, MEKK2 mut-MEK5 2, IDE cell inh 3, M18AAP inhibitor -3 and MEKK3 PB1 HTS 80.
For CCC(C)(C)NC(=O)CN(C(=O)CCC(=O)Nc1ccccn1)c1ccc2c(c1)OCO2 the results were NALP1 inh 7, IDE cell activ 2, MEKK2wt PB1 HTS 98, UBC9 SUMO inh 10, p-CIP stab down -19, MEKK2 mut-MEK5 3, IDE cell inh -5, M18AAP inhibitor 1 and MEKK3 PB1 HTS 98.
For COc1ccc(OC)c(/C=N/n2c(-c3n[nH]c4c3CCC4)n[nH]c2=S)c1 the results were NALP1 inh 4, IDE cell activ -6, MEKK2wt PB1 HTS 89, UBC9 SUMO inh 10, p-CIP stab down 13, MEKK2 mut-MEK5 -13, IDE cell inh -7, M18AAP inhibitor 4 and MEKK3 PB1 HTS 86.
For Cc1cccc2c1CC(C)(C)N=C2C1=C(O)CC(C)(C)CC1=O the results were NALP1 inh 12, IDE cell activ 6, MEKK2wt PB1 HTS 115, UBC9 SUMO inh 2, p-CIP stab down -3, MEKK2 mut-MEK5 17, IDE cell inh 5, M18AAP inhibitor -2 and MEKK3 PB1 HTS 111.
For Cc1ccc(Nc2nnc(SCC(=O)Nc3ccccc3[N+](=O)[O-])s2)cc1 the results were NALP1 inh 26, IDE cell activ 4, MEKK2wt PB1 HTS 101, UBC9 SUMO inh 10, p-CIP stab down -2, MEKK2 mut-MEK5 6, IDE cell inh 2, M18AAP inhibitor 0 and MEKK3 PB1 HTS 99.
`CC(OC(=O)c1cccnc1SCc1cc(=O)n2ccccc2n1)c1ccccn1` (stereo not given) gave NALP1 inh 9, IDE cell activ 1, MEKK2wt PB1 HTS 103, UBC9 SUMO inh 4, p-CIP stab down -7, MEKK2 mut-MEK5 4, IDE cell inh 5, M18AAP inhibitor -2 and MEKK3 PB1 HTS 100.
